RAD52 anneal inh: inhibitors of human RAD52 DNA annealing; P43351; inhibition, % at 18.7 µM; actives 0.46% (n = 360,000); recombinant RAD52 DNA annealing, FRET fluorescence; AID 651710;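 active = every replicate showing at least 50% inhibition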
esBAF inh: inhibitors of esBAF chromatin remodeling in mouse ES cells; actives 2% (n = 350,000); Bmi1-luciferase knock-in reporter, 24 h; 100% = twice the neutral-well signal; reporter increase, % at 12.5 µM; in the data active = activation above about 40%;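 note: 0% = median of the plate's neutral control wells and 100% = double that signal; a rise in the Bmi1 reporter signal indicates esBAF inhibition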
ERAP1 HTS inh: ERAP1 (human) enzyme inhibition; recombinant ERAP1, Leu-AMC fluorescence, 60 min; inhibition, % at 10.7 µM; actives 0.15% (n = 340,000);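 active = mean replicate inhibition of at least 30%, or all replicates individually reaching that 30% level; inactive = mean below 30% and not every replicate reaching it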;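 note: 0% = neutral control wells and 100% = L-leucinethiol positive control wells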
Target sequence (Q9NZ08 whole entry, looked up): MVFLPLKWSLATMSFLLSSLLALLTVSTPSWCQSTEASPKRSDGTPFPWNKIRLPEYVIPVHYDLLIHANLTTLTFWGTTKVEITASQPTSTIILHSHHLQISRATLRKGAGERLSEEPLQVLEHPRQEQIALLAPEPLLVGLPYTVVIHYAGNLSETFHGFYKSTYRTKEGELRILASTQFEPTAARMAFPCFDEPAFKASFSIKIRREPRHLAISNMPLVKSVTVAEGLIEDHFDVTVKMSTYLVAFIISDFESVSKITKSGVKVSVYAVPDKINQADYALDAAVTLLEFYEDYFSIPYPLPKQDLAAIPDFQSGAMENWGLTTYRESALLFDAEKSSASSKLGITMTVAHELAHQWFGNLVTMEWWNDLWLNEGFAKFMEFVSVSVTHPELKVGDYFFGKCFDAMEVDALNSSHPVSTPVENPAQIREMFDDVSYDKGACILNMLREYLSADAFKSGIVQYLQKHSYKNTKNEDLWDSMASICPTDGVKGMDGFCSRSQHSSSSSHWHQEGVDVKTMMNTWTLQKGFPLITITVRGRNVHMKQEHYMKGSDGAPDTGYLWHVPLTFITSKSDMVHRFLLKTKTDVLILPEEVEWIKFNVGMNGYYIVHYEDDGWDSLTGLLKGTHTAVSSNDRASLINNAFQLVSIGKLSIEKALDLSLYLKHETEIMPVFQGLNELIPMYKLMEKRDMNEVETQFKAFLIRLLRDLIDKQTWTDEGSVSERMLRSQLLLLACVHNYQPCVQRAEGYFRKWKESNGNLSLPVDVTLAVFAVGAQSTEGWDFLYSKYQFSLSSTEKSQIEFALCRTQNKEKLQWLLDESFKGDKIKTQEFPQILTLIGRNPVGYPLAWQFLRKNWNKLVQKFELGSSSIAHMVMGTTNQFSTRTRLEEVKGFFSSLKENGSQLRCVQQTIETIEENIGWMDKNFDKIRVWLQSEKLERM
S100A4 MyoIIA: blocks human S100A4 binding to myosin IIA peptide; S100A4/TAMRA-MyoIIA peptide fluorescence polarization; inhibition, % at 10.7 µM; actives 0.14% (n = 360,000); AID 652163;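 active = mean inhibition of at least 70% across replicates, with every replicate also reaching that level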
Target sequence (P26447 whole entry, looked up): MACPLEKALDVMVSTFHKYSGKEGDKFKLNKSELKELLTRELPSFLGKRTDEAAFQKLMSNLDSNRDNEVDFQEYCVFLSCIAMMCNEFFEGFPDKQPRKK
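System – human S100A4 monomer protein, biochemical binding assay · Buffer or medium – Calcium-containing HEPES buffer, pH 7.2 · Timing – 5 min between mix addition and reading · Also added – TAMRA-labelled myosin IIA heavy-chain peptide probe, 5 nM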
XiGFP reactiv: reactivates the inactive X chromosome in mouse fibroblasts; activation, % at 7.58 µM; XiGFP mouse fibroblasts, % GFP-positive cells imaging, 3 d; cells co-treated with 5-aza-dC sensitizer; scaled so ellipticine positive control = 100%; actives 0.055% (n = 360,000);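 active = mean normalized replicate activation at least 10% and every replicate at or above 10%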;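 note: 0% = median of on-plate neutral control wells and 100% = ellipticine 6 µM median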
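Material: SV40-immortalized XiGFP fibroblast cells, line 68-5-11 | Buffer or medium: DMEM containing 5-aza-dC | Dosing: One concentration, pinned | Times: 3 d treatment, 15 min room-temperature fixation | Controls: Ellipticine 6 µM positive control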
RAD54 branch: blocks human RAD54 Holliday junction branch migration; FAM/BHQ fluorescence; inhibition, % at 10.4 µM; actives 0.14% (n = 360,000); AID 602329;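 active = mean normalized replicate activity at least 40 and at least half of replicates scoring 40 or more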;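 note: 0% = median of neutral control wells and 100% = median of positive control wells; inhibitors cause a drop in the FAM fluorescence signal; in these data hits start at about 50%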
ERp5 inh: ERp5 (human) disulfide isomerase inhibition; Q15084; ERp5 insulin aggregation, absorbance 650 nm, 90 min; inhibition, % at 9.99 µM; actives 0.05% (n = 350,000); AID 651711;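 active = mean replicate inhibition above about 25%, with every replicate also reaching it, limit read from the data, passing the limit was not always enough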
E-sel inducer: induces E-selectin expression in human endothelial cells; HUVEC E-selectin immunofluorescence imaging; normalized: neutral wells 0, TNF-alpha wells 100; activation, % at 7.58 µM; actives 0.37% (n = 260,000); AID 686992;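 active = mean E-selectin-positive cell signal at least 10% of the positive control, reached in at least 60% of replicates, without over 20% cell loss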;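 note: in these data hits start at about 27%; measured in HUVEC primary endothelial cells; signal is the percent of cells scored E-selectin positive by PE staining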
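System: HUVEC, human umbilical vein endothelial cells; quantity: 3,000 cells/well; buffer or medium: EGM-2 medium, gelatin-coated wells; dosing: single-point compound dose; detection: immunofluorescence imaging; evaluation: % PE-positive cells; benchmarks: TNF-alpha, DMSO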
* marks the source's active call; other numbers are inactive results; nt = not tested or not shown; & = joins results of further samples.

SMILES	RAD52 anneal inh	esBAF inh	ERAP1 HTS inh	S100A4 MyoIIA	XiGFP reactiv	RAD54 branch	ERp5 inh	E-sel inducer
CC(C)NC(=O)Nc1ccc2c(c1)C(=O)N([C@@H](C)CO)C[C@@H](C)[C@@H](CN(C)S(=O)(=O)c1ccc(F)cc1)OCCCC[C@@H](C)O2	22	-1	-1	-7	0.1	1	1	0.3
COc1ccc(OC)c2c1sc(=NC(=O)c1ccco1)n2C	-17	8	2	-6	0.0	1	2	0.4
COc1cccc(C(=O)Nc2ccc3c(c2)OC[C@H](C)NC[C@H](C)[C@@H](OC)CN(C)C3=O)c1	0	nt	0	-3	0.3	nt	6	0.0
C[C@@H]1CCCCO[C@@H](CN(C)C(=O)Nc2cccc3ccccc23)[C@H](C)CN([C@H](C)CO)C(=O)c2cc(NC(=O)c3ccncc3)ccc2O1	5	5	-7	0	0.1	-20	14	0.1
COCCCn1c(=O)c2sccc2n2c(CCCC(=O)NCc3ccc(OC)cc3)nnc12	-12	-1	2	-1	0.0	-4	4	nt
COCCCNc1oc(/C=C/c2ccccc2)nc1C#N	-14	23	-464	-2	0.0	3	0	0.1
CC1(C)SC[C@H](C(=O)Nc2cccc(Cl)c2)N1C=O	-16	4	0	1	0.1	nt	3	0.5
CCOc1ccc(NS(=O)(=O)c2ccc3[nH]c(=O)[nH]c3c2)cc1	-16	1	5	-2	0.0	5	1	nt
O=C1c2ccccc2C(=O)N1CCCc1nc(-c2ccccc2)no1	8	-8	5	-4	nt	1	2	nt
COc1ccc(C(C)=O)cc1COC(=O)c1cccnc1Cl	-11	0	1	4	0.1	nt	1	nt
Cc1nc2cc(-c3ccccc3)sc2c(=O)n1N	-4	nt	-2	-1	0.3	nt	2	1.0
CCOCCOC(=O)C1=C(C)NC(=O)NC1c1ccc2c(c1)OCO2 (stereo unspecified)	6	2	0	-5	0.1	6	2	2.3
Cc1ccc(N2CCN(S(=O)(=O)c3cccs3)CC2C)cc1 (stereo unspecified)	-20	nt	-1	-1	0.3	-9	1	-0.1
O=C(NN1C(=O)NC2(CCCCC2)C1=O)c1cccs1	-11	0	3	1	0.2	-9	-8	-0.3
O=C(C[C@H]1C[C@H]2c3cc(NC(=O)CC4CC4)ccc3O[C@H]2[C@@H](CO)O1)NCc1ccccn1	-1	-4	nt	2	0.6	-12	-7	0.3
CCCCOc1ccc(S(=O)(=O)NC(=O)C2(C)CCN2C(=O)CCc2ccccc2)cc1 (stereo unspecified)	-9	1	0	1	0.2	0	3	0.0
COC(=O)c1cccc(C23CC4(C2)[C@H](CN(Cc2ccc(-c5ccccc5)cc2)[C@@H]4c2ccccc2)C3c2ccc(Cl)nc2)c1 (stereo partly specified)	nt	-6	nt	nt	0.0	6	nt	1.2
CCOc1cc(CC(=O)N[C@@H](CC(C)C)c2ccccc2N2CCCCC2)ccc1C(=O)O	-39	3	-2	2	-0.1	2	0	-0.4
Cc1cc(C)n2nc(C(=O)NC3CCCc4ccccc43)nc2n1 (stereo unspecified)	-5	-2	-2	2	-0.1	6	-2	0.0
COCCNC(=O)C[C@H]1CC[C@H]2[C@@H](COC[C@@H](O)CN2C(=O)c2cc(Cl)cc(Cl)c2)O1	nt	-13	nt	nt	0.3	-4	nt	-0.1
O=C(CSc1ccc2nnc(-c3ccncc3)n2n1)Nc1ccc2c(c1)OCO2	-3	-4	1	-14	0.0	-4	8	0.6
CC1(Oc2ccccc2-c2ccno2)CCN(Cc2ccc(-c3ccccc3)o2)C1 (stereo unspecified)	-87	5	-2	0	0.0	-8	8	-0.1
CC(C)=CCN1CCN(Cc2cccnc2)CC1CCO (stereo unspecified)	-14	nt	-4	3	0.0	nt	0	nt
COC(=O)N(C)C[C@@H]1OCc2cnnn2CCCC(=O)N([C@H](C)CO)C[C@H]1C	1&3	-1&3&-2	-8&2	0&-3	0.1&-0.2	-20&4	0&2	0.1&-0.1

3 compounds already listed, sorted by SMILES length, highest first.
SMILES	RAD52 anneal inh	esBAF inh	ERAP1 HTS inh	S100A4 MyoIIA	XiGFP reactiv	RAD54 branch	ERp5 inh	E-sel inducer
CCCCOc1ccc(S(=O)(=O)NC(=O)C2(C)CCN2C(=O)CCc2ccccc2)cc1 (stereo unspecified)	-9	1	0	1	0.2	0	3	0.0
O=C(NN1C(=O)NC2(CCCCC2)C1=O)c1cccs1	-11	0	3	1	0.2	-9	-8	-0.3
CC(C)=CCN1CCN(Cc2cccnc2)CC1CCO (stereo unspecified)	-14	nt	-4	3	0.0	nt	0	nt

Later entries
SMILES	RAD52 anneal inh	esBAF inh	ERAP1 HTS inh	S100A4 MyoIIA	XiGFP reactiv	RAD54 branch	ERp5 inh	E-sel inducer
CCOC(=O)c1cnc(SCC(=O)N2CCOCC2)nc1N	-4	nt	-6	3	0.0	nt	-1	-0.3
O=C(O)c1ccc(NC2=C/C(=N/S(=O)(=O)c3cccs3)c3ccccc3C2=O)cc1	-6	-6	8	12	0.1	-6	6	-0.1
O=C(COc1ccccc1Cl)Nc1ccc(CN2CCOCC2)cc1	-4	nt	0	-9	0.0	-1	-2	-2.7
CC(C)c1ccc(C(=O)NC(=S)NCc2cccnc2)cc1	1	nt	-1	-16	0.3	nt	10	nt
COC(=O)c1cc(C)sc1NC(=O)c1ccco1	-5	-5	14	1	0.0	-6	-2	-0.1
COc1cccc(-n2c(=O)c3ccccc3n(CC(=O)NCC3CCCO3)c2=O)c1 (stereo unspecified)	-2	6	-2	-3	0.0	-5	2	nt
Cc1ccc(Nc2cc(C)nc3ncnn23)c(Cl)c1	-13	-2	2	-6	0.0	-12	3	0.0
CC(C)C#Cc1ccc2c(c1)O[C@@H](CN(C)Cc1ccncc1)[C@@H](C)CN([C@H](C)CO)S2(=O)=O	3	-2	-1	-4	-0.5	-2	-3	0.5
C=CCC(=O)N1CCCC(C(=O)c2ccc(Cl)cc2)C1 (stereo unspecified)	-3	-1	-1	-6	0.3	-18	4	0.2
CNC(=O)C[C@H]1CC[C@@H]2[C@H](COC[C@@H](O)CN2C(=O)Nc2cccc(OC)c2)O1	-1	-7	2	2	0.1	-2	3	0.2
CC(=O)Nc1cc(-n2cnnn2)ccc1C	-10	2	1	-2	0.0	-7	6	nt
CO[C@H]1CN(C)C(=O)c2cc(NC(=O)c3cnccn3)ccc2OC[C@@H](C)N(C(C)=O)C[C@H]1C	-22	-2	1	12	0.0	-7	-6	0.0
Nc1c(/C=C2/C=CC(=O)C(O)=C2)c(=O)nc2sc(CC(=O)N3CCOCC3)nn12	-176	-6	7	-3	0.0	-6	0	nt
CCCC(=O)Nc1ccc2c(c1)C(=O)N(C)[C@H]1CC[C@@H](CC(=O)NCc3cccc(F)c3)O[C@H]1CO2	-4	12	4	6	0.0	-3	-1	-0.1
O=C(CNC(=O)Cc1ccc(Cl)cc1)NCc1ccco1	-16	nt	-2	-11	0.1	nt	-8	3.7
CN(C)c1ccc(-c2csc(C(O)(c3ccccc3)C(F)(F)F)n2)cc1 (stereo unspecified)	6	23	4	-2	0.3	-4	-1	-0.2
COc1cccc(CNc2nc(NCC3CC3)nc3ccsc23)c1	3	-10	-2	0	0.0	3	-3	-1.0
O=C(O)CC1=C(Nc2ccccc2)C(=O)N(c2ccccc2)C1c1ccc(Br)cc1 (stereo unspecified)	-9	nt	1	2	0.0	nt	-2	nt
CCOC(=O)C1CCCN(c2c(N3CCC(N4CCCCC4)CC3)c(=O)c2=O)C1 (stereo unspecified)	-31	-9	nt	2	0.0	-4	-3	-0.2
O=C(Cc1ncc(C(F)(F)F)cc1Cl)NCCc1ccccc1	-19	2	-4	-1	0.0	-9	1	1.9
O=C(Nc1ccc2c(c1)[C@H]1C[C@H](CC(=O)N3CCc4ccccc4C3)O[C@H](CO)[C@H]1O2)C1CCOCC1	4	-1	0	-8	0.0	8	-3	-0.4
C/C(=N\NC(=O)CSc1nc(C)cc(C)n1)c1cccc([N+](=O)[O-])c1	-3	nt	13	3	0.1	nt	0	nt
O=C(C[C@@H]1CC[C@@H](NC(=O)Nc2ccccc2F)[C@@H](CO)O1)NCc1ccc(F)cc1	-6	nt	2	2	1.4	nt	-2	0.1
CC(=O)N1[C@@H](CO)[C@@H](c2ccccc2)C12CN(Cc1ccccc1)C2	-29	nt	-2	-9	0.1	nt	3	-0.2
CCN(CC(=O)Nc1c(F)cccc1F)C(=O)COc1ccc2c(c1)CCC2	15	-1	-1	-28	0.0	-11	4	-0.3
O=C(NC1CCCC1)C(c1ccsc1)N(CCc1ccccc1)C(=O)Cc1cccs1 (stereo unspecified)	-16	nt	-4	9	0.1	nt	4	nt
C[C@H]1CN([C@@H](C)CO)C(=O)c2cc(C#CC3(O)CCCC3)cnc2O[C@@H]1CN(C)S(=O)(=O)c1ccc(F)cc1	-3	3	0	4	-1.1	2	4	-0.1
CC(C)(C)C1CCC(=NNC(=O)C(=O)NCc2cccnc2)CC1 (stereo unspecified)	-9	-2	2	-8	0.2	-3	4	nt
Cc1nnc(N2C(=O)C(=O)/C(=C(/O)c3ccc4c(c3)OCCO4)C2c2ccc(F)cc2)s1 (stereo unspecified)	-133	9	2	6	0.0	-9	-1	nt
O=C(NC1Cc2ccccc2C1)[C@H]1N[C@H]2c3ccc(C4=CCCC4)c(=O)n3C[C@H]2[C@@H]1CO	-43	0	0	-5	0.6	-6	0	-0.2
CC(=O)c1ccc(Sc2ccccn2)c([N+](=O)[O-])c1	-18	0	nt	-2	0.1	-9	0	3.3
CC1(Cc2ccc(F)cc2)C(=O)Nc2c(Cl)cccc21 (stereo unspecified)	-6	4	1	-1	0.2	0	-2	-0.3
Cc1cc(=O)n2nc(N3CCC(C(=O)NCCc4ccc(Cl)cc4)CC3)sc2n1	-28	1	0	-4	0.0	2	13	-0.9
O=C(CSc1nncc2ccccc12)Nc1cccc(C(=O)O)c1	-17	-14	nt	0	0.0	nt	5	1.7
NCCCC[C@H]1CNC(=S)N1CC1CCCCC1	85*	-8	0	-2	0.1	6	-3	1.0
CC(C)Cc1n[nH]c(=O)c2c1nnn2Cc1ccccc1F	-7	5	-4	-1	0.1	-5	-1	nt
O=C(COC(=O)CCC(=O)c1cccs1)Nc1ccc(Cl)cn1	-40	nt	3	-2	0.0	nt	-3	nt
Fc1ccc(Nc2ccnc(Nc3ccc(F)cc3)n2)cc1	-3	nt	0	2	0.0	nt	-1	nt
C[C@@H]1CN([C@@H](C)CO)C(=O)c2cccc(NC(=O)C3CCOCC3)c2O[C@@H]1CN(C)S(=O)(=O)c1ccc(Cl)cc1	4	1	-4	-16	0.1	-3	1	0.2
O=C(N/N=C/c1ccc(Br)o1)/C(=C/c1ccc([N+](=O)[O-])cc1)NC(=O)c1ccccc1	-13	-2	2	-3	nt	9	-1	nt
CC(C)NC(=O)N(C)C[C@@H]1Oc2ccc(NC(=O)Nc3ccc4c(c3)OCO4)cc2CC(=O)N([C@@H](C)CO)C[C@H]1C	0	0	0	3	-0.1	5	7	-0.1
C[C@@H]1CN([C@@H](C)CO)C(=O)c2cc(-c3ccncc3)cnc2O[C@@H]1CN(C)C(=O)C1CCCCC1	-12	8	-3	0	-1.0	-2	-7	0.2
COc1cc(C=O)ccc1OCCCOc1ccc([N+](=O)[O-])cc1	-20	nt	2	-8	0.4	nt	4	-0.2
C[C@H](O)C#Cc1cnc2c(c1)C(=O)N([C@H](C)CO)C[C@H](C)[C@@H](CN(C)C(=O)Cc1ccncc1)O2	nt	0	nt	41	0.0	-15	nt	-1.0

Screens deposited in PubChem BioAssay by Broad Institute.
